Screens (PubChem)
CBFb RUNX1 block – inhibitors of human CBF-beta and RUNX1 interaction | Q01196+Q13951 | AlphaScreen CBFb-His/RUNX1-biotin binding, biochemical | Potency, µM (doses to about 59.8 µM), for the others: top-dose activity, negative = inhibition, actives largely listed as inhibitors | 230,000 tested, under 10 active; also: % of control where 0% means no effect
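Proteins preincubated together for 20 min at RT before compound addition; 15 min later, nickel and streptavidin beads were added and left 90 min prior to AlphaScreen measurement.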
LMNA splice mod – modulators of lamin A splicing | HeLa LMNA splicing GFP/RFP minigene ratio, 48 h | Potency, µM (titrated, usually from 46.1 µM), for the others: at the top dose ratio change, negative = inhibition, usual class: inhibitors | actives 0.01% (n = 200,000); active = well fitted inhibition curve with a large enough effect in the signal ratio, with a control signal flat, not every such curve was filed as active; inconclusive = small, poorly fitted or top-dose-only effect, or effect the other way, or a change in a side signal; the % refers to the signal ratio; also: potency is read from the fitted curve at half-maximal effect; % is scaled to controls: 0 for no effect and ±100 for the full control effect
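Read-out is the ratio of GFP to DsRed2 object intensity, acquired by 488 nm laser-scanning cytometry on HeLa lamin A-EGFP minigene reporter cells. Compound incubation 48 hrs at 37 °C in Opti-MEM with 2% FBS; DMSO 0.5% final.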
NPSR antagonist – neuropeptide S receptor (human) antagonism, cAMP | Q6W5P4 | CHO-NPSR cells, cAMP TR-FRET, antagonist mode | Potency, µM (titrated, usually from 38.3 µM), for the others: top-dose activity change, negative = inhibition, actives largely listed as inhibitors | actives 1% (n = 220,000) | AID 1461; also: potency is read from the fitted curve at half-maximal effect; % is scaled to controls: 0 for no effect and ±100 for the full control effect; nearly all actives have a fitted effect of over 50% in size; many of its hits are not listed in these tables
Target sequence (Q6W5P4 whole entry, looked up): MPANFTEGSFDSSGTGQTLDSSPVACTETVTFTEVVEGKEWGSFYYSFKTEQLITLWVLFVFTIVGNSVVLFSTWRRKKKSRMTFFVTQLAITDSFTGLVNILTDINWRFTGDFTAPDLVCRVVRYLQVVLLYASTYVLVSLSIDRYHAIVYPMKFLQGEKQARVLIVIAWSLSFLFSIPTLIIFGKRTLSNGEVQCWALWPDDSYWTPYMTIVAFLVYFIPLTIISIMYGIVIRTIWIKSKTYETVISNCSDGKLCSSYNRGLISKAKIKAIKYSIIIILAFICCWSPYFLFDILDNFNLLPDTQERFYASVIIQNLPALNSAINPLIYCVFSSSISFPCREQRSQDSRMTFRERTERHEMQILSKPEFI
Epigenetic reg – derepresses silenced GFP reporter in murine cells; murine LDR cells, GFP reporter derepression, 30 h; Potency, µM (doses to about 53.9 µM), without a hit: at the top dose GFP activation, usual class: activators; actives 0.2% (n = 280,000); also: potency is read from the fitted curve at half-maximal effect; % of control where 0% means no effect; nearly all actives have a fitted effect of over 60% in size
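Murine LDR cells bearing a silenced CMV-driven GFP reporter were exposed to compound for 30 h at 37 C. After PBS washes, GFP-positive cells (20-120 um objects) counted by laser-scanning microplate cytometry.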
aGal spleen mod – inhibitors or activators of human alpha-galactosidase in spleen homogenate | human spleen homogenate, 4MU-alpha-Gal fluorescence, 40 min | AID 2107 | Potency, µM (highest dose often 80 µM), without a hit: at the top dose activity change, negative = inhibition, actives largely listed as inhibitors | actives 0.008% (n = 240,000) | P06280;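 also: potency is read from the fitted curve at half-maximal effect; 0% = enzyme with vehicle and -100% = no enzyme basal signal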
Target sequence (P06280 32-429 limits assumed): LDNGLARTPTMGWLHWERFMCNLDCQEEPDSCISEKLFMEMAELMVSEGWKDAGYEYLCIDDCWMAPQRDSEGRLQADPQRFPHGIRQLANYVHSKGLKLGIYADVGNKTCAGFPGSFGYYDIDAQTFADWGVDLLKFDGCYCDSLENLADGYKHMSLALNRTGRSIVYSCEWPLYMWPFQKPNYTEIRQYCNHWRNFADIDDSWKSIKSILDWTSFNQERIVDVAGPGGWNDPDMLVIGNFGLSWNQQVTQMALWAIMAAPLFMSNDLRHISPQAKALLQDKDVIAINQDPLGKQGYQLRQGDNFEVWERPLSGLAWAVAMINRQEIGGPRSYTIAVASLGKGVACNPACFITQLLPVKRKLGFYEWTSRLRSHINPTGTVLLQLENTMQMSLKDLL
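qHTS titration in buffer at pH 5.0. Alpha-galactosidase activity in spleen homogenate was measured via 4-methylumbelliferone release from 1 mM fluorogenic substrate after 40 min at 37C and a pH 10 stop. AC50 came from Hill fits of control-normalized data.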
IMPase Li cell – IMPase inhibition in cells with lithium potentiation | actives 0.35% (n = 210,000) | Potency, µM (doses to about 59.4 µM), for the others: at the top dose activity, negative = IMPase inhibition, usual class: inhibitors | CHO-M1 cells, IP1 TR-FRET (IP-One), carbachol + lithium;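 also: IP1 builds up when IMPase is blocked and the TR-FRET signal falls; potency is read from the fitted curve at half-maximal effect; plate controls were basal vehicle for no effect and high inhibitor control for full effect; nearly all actives have a fitted effect of over 50% in size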
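CHO cells stably expressing M1 receptor (2000/well, cultured 16–30 h) treated 30 min at 37C with compound plus low lithium. Cytosolic IP1 by TR-FRET (665/620 ratio and 620 channel) after 10 min lysis; AC50 by Hill fit.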
Luc counter – Kinase-Glo luciferase inhibition (counter-screen) | Kinase-Glo luciferase, ATP luminescence, 8 min | Potency, µM (top dose mostly 38.3 µM), inactives show at the highest dose activity change, negative = inhibition, actives largely listed as inhibitors | actives 0.28% (n = 200,000); also: potency is read from the fitted curve at half-maximal effect; % is scaled to controls: 0 for no effect and ±100 for the full control effect; nearly all actives have a fitted effect of over 60% in size
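Light output from Kinase-Glo luciferase with luciferin and 10 uM ATP in 50 mM imidazole pH 7.2, KCl, MgCl2, Tween 20, BSA; compound pin-delivered, 8-min ambient incubation, then luminescence read.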
* marks the source's active call; other numbers are inactive results; ? = inconclusive; nt = not tested or not shown; [ ] = remark or other dose. Unless noted, calls follow the shape of the dose curve; as a rule, active = well fitted curve in the direction sought with a large enough effect; inconclusive = small, poorly fitted or top-dose-only effect, or another doubt; inactive = no such curve, though single readings can be large; an effect the other way counts as inactive or inconclusive.

SMILES	CBFb RUNX1 block	LMNA splice mod	NPSR antagonist	Epigenetic reg	aGal spleen mod	IMPase Li cell	Luc counter
CCOC(=O)COc1c(-c2ccc(OC)cc2)oc2ccccc2c1=O	-12%	-8%	-28%[46.1 µM]	-1.2%	-6%	16%	-2%
CC#CCN1c2ccccc2[C@]23C[C@@H](C(=O)OC)N(C(=O)OCC)C2=NC(C(=O)OC)=C(C(=O)OC)[C@H]13	4%[13.1 µM]	-10%[9.22 µM]	9%	0.9%	6%[17.5 µM]	5%	-3%[7.66 µM]
COC(=O)Cc1cc(=O)[nH]c(/N=C(\N)Nc2ccc(C)cc2)n1	-1%	?	-25%[46.1 µM]	0.0%	0%	33%[activator][38.3 µM]	-1%
CCOC(=O)CN1C(=O)C(O)(C2CCc3ccccc3C2=O)c2ccccc21 (configuration not stated)	7%	?	-18%[46.1 µM]	3.7%	-7%	3%[38.3 µM]	9%
CCOC(=O)c1ccc(N=c2scc(C)n2CC)cc1	-21%	?	-25%	5.0%	4%	31%[activator]	2%
Nc1cccc(C(=O)OCC(=O)c2ccccc2)c1	1%	8%	3%	-1.0%	-4%	-3%	-17%
COC(=O)c1c(C)oc2ccc(N(C(=O)c3ccncc3)S(=O)(=O)c3ccc(C)cc3)cc12	-1%	?	6%[46.1 µM]	1.0%	-3%	34%[38.3 µM]	-5%
COc1ccc(/C=C(\C#N)C(=O)OCC(=O)NCc2ccc(Cl)cc2)cc1	0%	10%	11%	0.0%	-5%	-2%	-1%
COCCCn1cnnc1SCC(=O)Nc1ccc(S(=O)(=O)N2CCCC2)cc1	-1%	3%	-9%[46.1 µM]	0.3%	0%	17%[38.3 µM]	5%
Cc1cc(C)nc(NS(=O)(=O)c2ccc(NC(=O)c3ccc4c(c3)OCCO4)cc2)n1	2%	nt	-13%	1.1%	-6%	12%	5%
CN(C)/C=C1\N=C(c2cccnc2Oc2ccc(Cl)cc2)OC1=O	2%	nt	28%	-3.1%	8%	nt	nt
COC(=O)/C=C\CCc1coc(/C=C\CNC(=O)OC)n1	?	nt	nt	1.1%[10.1 µM]	15%[17.5 µM]	nt	nt
Cn1cnnc1SCC(=O)c1ccc2c(c1)OCO2	-3%	8%	-10%[46.1 µM]	0.8%	-5%	27%[38.3 µM]	1%
O=c1[nH]c2ccccc2c(=O)n1CCCO	-3%	3%	4%[46.1 µM]	-4.3%	4%	24%[38.3 µM]	-2%
Nc1ccc(-c2nnc(-c3ccc(-c4ccccc4)cc3)o2)cc1	12%	10%	0%[46.1 µM]	-0.7%	?	?	0%
COc1ccc(N2CC(C(=O)N/N=C/c3cccs3)CC2=O)cc1 (configuration not stated)	2%	-1%[46 µM]	3%	0.0%	-4%	2%	0%
CCOc1ccccc1C(=O)N/N=C/c1c[nH]c2ccccc12	-7%	10%[9.22 µM]	-24%	0.0%	10%	8%	4%
C/C(=N/NC(=O)c1cccs1)c1c(C)[nH]n(-c2nc3ccccc3s2)c1=O	?	-14%	-26%	-3.2%	2%	7%	10µM*
CCC(C(=O)O)n1c(C(F)(F)F)nc2ccccc21 (configuration not stated)	12%	-10%	14%[46.1 µM]	0.0%	10%	21%[38.3 µM]	2%
CCOCCOC(=O)c1[nH]c2c(c1C)C(=O)CC(c1ccc(N(C)C)cc1)C2 (configuration not stated)	?	-10%	-20%[46.1 µM]	-0.8%	?	35%[activator][38.3 µM]	2%
CC(C)(CNC(=O)c1ccc([N+](=O)[O-])c(Cl)c1)CNC(=O)c1ccc([N+](=O)[O-])c(Cl)c1	-1%	?	?	-0.9%	-15%	28%[38.3 µM]	1%
O=C(Nc1ccc(CN2CCS(=O)(=O)CC2)cc1)c1ccc(Cl)cc1	-3%	nt	-1%	0.0%	0%	nt	nt
O=C(Nc1ccc(N2CCN(C(=O)c3ccccc3)CC2)c(Cl)c1)c1ncn[nH]1	8%	nt	-27%	1.1%	-4%	nt	nt
COc1ccc(/C=C(/NC(=O)c2ccc(C)cc2)C(=O)NCC2CCCO2)cc1 (configuration not stated)	2%	12%[46 µM]	6%	0.3%	-1%	-5%	-1%
Cc1cccc(NC(=S)NC(=O)c2cc(-c3ccccc3)nc3ccccc23)c1	-13%	12%	-26%[46.1 µM]	-2.0%	-6%	-5%[38.3 µM]	6%
NNC(=O)C=C1CCN(c2ncc(C(F)(F)F)cc2Cl)CC1	-1%	-17%	-3%[46.1 µM]	-0.9%	-1%	-5%	0%
N#Cc1c(Nc2ccccc2)s[nH]c1=O	3%	nt	-11%	?	-6%	nt	nt
Clc1ccc(CSc2nnc(CN3CCOCC3)n2-c2ccccc2)cc1Cl	6%	3%	-20%[46.1 µM]	0.8%	2%	5%[38.3 µM]	-5%
CS(=O)(=O)c1ccc(Cl)c(NC(=O)CCc2ccccc2)c1	8%	nt	5%	-0.1%	3%	-1%	-2%
COc1ccccc1NC(=O)C12CC3CC(C1)CC(c1ccc(C)cc1)(C3)C2	0%	9%[0.0737 µM]	-10%[46.1 µM]	-0.1%	-11%	4%[38.3 µM]	-3%
CC(=O)Nc1cccc(-n2nnc(SCC(=O)c3ccccc3)n2)c1	11%	nt	-7%	1.1%	-6%	nt	nt
CCn1c(=N)n(CCO)c2ccccc21	4%	1%	-8%[46.1 µM]	4.3%	-5%	0%[38.3 µM]	-1%
CCOC(=O)c1nnc(-c2ccccc2)nc1NC	2%	1%	-17%[46.1 µM]	-0.1%	1%	-3%[38.3 µM]	-5%
CCSc1ncccc1C(=O)N[C@@H](CCSC)C(=O)OC	2%	nt	9%	1.1%	2%	nt	nt
CCOC(=O)c1cnc(-c2ccccc2)[nH]c1=O	8%	8%	-6%[46.1 µM]	3.0%	-1%	4%[38.3 µM]	-4%
CC(=O)c1nccs1	9%[21.7 µM]	nt	nt	nt	-5%	6%	nt
Cc1cccc(C(=O)Oc2coc(CSc3nnc(NC(=O)C4CC4)s3)cc2=O)c1	-7%	4%	30%	-1.0%	-3%	9%	2%
N/C(=N\OC(=O)c1ccc(Cl)cc1Cl)c1ccncc1	3%	nt	2%	-1.0%	-7%	nt	nt
c1ccc(C(c2nnnn2C2CCCC2)N2CCN(c3nc4ccccc4s3)CC2)cc1 (configuration not stated)	2%	1%	-39%	0.0%	-2%	12%	5%
Cc1[nH]n(S(=O)(=O)Cc2ccccc2)c(=O)c1N=Nc1ccccc1Cl	?	7%[9.22 µM]	-1%	-3.1%	?	3%	2%
O=C(Cc1ccccc1)N1CCCC(c2nc(-c3ccc(S(=O)(=O)N4CCCC4)cc3)no2)C1 (configuration not stated)	0%	-16%	?	-3.0%	-4%	20%[38.3 µM]	3%
COC(=O)c1cc(OC)c(OC)c(OC)c1NC(=O)c1ccc(S(=O)(=O)N(C)C)cc1	-1%	0%	-5%[46.1 µM]	-2.1%	-2%	24%[38.3 µM]	2%
COC(=O)c1ccc(NC(=O)CN(c2ccc(C)cc2)S(=O)(=O)c2c(C)nn(C)c2C)cc1	5%	-3%	-16%[46.1 µM]	5.9%	3%	9%[38.3 µM]	-2%
O=C(N/N=C/c1ccc(N2CCCCC2)o1)c1ccccc1[N+](=O)[O-]	-6%	-1%	-22%	6.1%	4%	5%	-8%
CCOC(=O)C(=O)NNc1ccccc1OC	1%	nt	-14%	0.7%	-9%	nt	nt
CC1CCCCC1NC(=O)c1ccc(N2CCCC2=O)cc1 (configuration not stated)	5%	15%	-7%[46.1 µM]	1.1%	2%	16%[38.3 µM]	-1%
CCCn1cc(CN2CCC(N3CCC(C(=O)N4CCOCC4)CC3)CC2)c(C)n1	6%	nt	?	2.4%	-3%	nt	nt
Nc1c(C(=O)C2CC2)sc2nc(-c3ccccc3)cc(C(F)(F)F)c12	3%	-5%	24%[46.1 µM]	4.9%	1%	13µM*	-2%

3 compounds already listed, sorted by their value in IMPase Li cell, smallest number first:
smiles,IMPase Li cell
Cc1[nH]n(S(=O)(=O)Cc2ccccc2)c(=O)c1N=Nc1ccccc1Cl,3%
Cc1cccc(C(=O)Oc2coc(CSc3nnc(NC(=O)C4CC4)s3)cc2=O)c1,9%
c1ccc(C(c2nnnn2C2CCCC2)N2CCN(c3nc4ccccc4s3)CC2)cc1 (configuration not stated),12%

(next part)
SMILES	CBFb RUNX1 block	LMNA splice mod	NPSR antagonist	Epigenetic reg	aGal spleen mod	IMPase Li cell	Luc counter
CS(=O)(=O)N1CCC(Oc2ccccc2C(=O)N2CCCCC2CO)CC1 (configuration not stated)	5%	?	-11%	2.3%	4%	7%	2%
C=CCn1c(-c2csc(-c3ccc(Cl)cc3)n2)n[nH]c1=S	3%	1%	-18%[46.1 µM]	-1.0%	-17%	6%[38.3 µM]	-4%
O=C(Nc1ccccc1)OCCNC(=O)c1cccc(Cl)c1	0%	-9%	0%[46.1 µM]	-5.4%	0%	22%[38.3 µM]	2%
CCOC(=O)CN(C(=O)CSc1nnc(Cc2ccccc2)n1-c1ccc(C)cc1)c1ccccc1	6%	-6%	?	1.4%	-1%	15%	-2%
COc1ccccc1CNC(=O)c1cc(C)nn1-c1ccccc1	10%	nt	-3%	1.1%	-4%	nt	nt
NC(=O)CC(NC(=O)c1ccc(Br)cc1)c1ccc(NCc2ccc(F)cc2)c([N+](=O)[O-])c1 (configuration not stated)	-2%	nt	-21%	0.0%	3%	nt	nt
C=CCNC(=O)C1CCC(C(=O)NCC=C)CC1 (configuration not stated)	?	nt	17%	-0.4%	1%	7%	-3%
O=C1CCN(N=Nc2cccc(Cl)c2)N1	-4%	31%	3%[46.1 µM]	3.1%	6%	30%[activator][38.3 µM]	-2%
C=CCOC(=O)C1=C(C)Nc2nnnn2C1c1ccc(OC)cc1OC (configuration not stated)	2%	4%	-13%[46.1 µM]	0.8%	-4%	1%[38.3 µM]	10%
CCN(CC)CCCN1C(=O)C(=O)/C(=C(/O)c2ccc(C)cc2)C1c1ccccn1 (configuration not stated)	3%	4%	-10%[46.1 µM]	-0.7%	-5%	-4%[38.3 µM]	1%
COc1ccc(-c2nc3ncccn3c2Nc2ccc3c(c2)OCCO3)cc1	0%	3%	1%[46.1 µM]	0.0%	8%	-13%[38.3 µM]	-3%
COC(=O)C1C(=O)C2=C(CC1C)NC(C)=C(C(=O)OCCOc1ccccc1)C2c1ccc(C)o1 (configuration not stated)	-11%	10%	-16%	-1.0%	10%	13%	2%
COc1ccc(OC)c(C2C(C(C)=O)=C(O)C(=O)N2Cc2cccnc2)c1 (configuration not stated)	0%	-4%	-4%[46.1 µM]	0.2%	5%	-10%[38.3 µM]	-1%

The list is partial; count on the stated rates, not on these rows.
